OPRM1-OPRD1 inv = inverse agonists of MOR-DOR heterodimerization, primary screen, cell-based, luminescence; cell-based MOR-DOR heterodimer luminescence, inverse agonism; AID 504357, 2011; inhibition, % at 9.3 µM; 0.21% of 340,000 active; in the data active = inhibition above about 22%, passing the limit was not always enough;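 also: 0% = cells with DMSO and 100% = wells without cells with DMSO; values of inactives mirror those of a sister screen read the other way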
Target sequence (P35372 whole entry, looked up): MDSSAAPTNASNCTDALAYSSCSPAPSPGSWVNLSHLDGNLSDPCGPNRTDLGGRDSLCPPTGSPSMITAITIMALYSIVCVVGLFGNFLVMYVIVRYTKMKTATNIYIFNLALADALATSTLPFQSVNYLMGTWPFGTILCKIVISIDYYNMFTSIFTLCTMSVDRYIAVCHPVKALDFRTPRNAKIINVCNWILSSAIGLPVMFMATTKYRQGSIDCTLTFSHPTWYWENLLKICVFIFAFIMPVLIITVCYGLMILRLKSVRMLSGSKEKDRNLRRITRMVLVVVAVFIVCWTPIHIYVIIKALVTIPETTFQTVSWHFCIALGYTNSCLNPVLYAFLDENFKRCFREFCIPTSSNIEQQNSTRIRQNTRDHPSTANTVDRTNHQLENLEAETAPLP
Target sequence (P41143 whole entry, looked up): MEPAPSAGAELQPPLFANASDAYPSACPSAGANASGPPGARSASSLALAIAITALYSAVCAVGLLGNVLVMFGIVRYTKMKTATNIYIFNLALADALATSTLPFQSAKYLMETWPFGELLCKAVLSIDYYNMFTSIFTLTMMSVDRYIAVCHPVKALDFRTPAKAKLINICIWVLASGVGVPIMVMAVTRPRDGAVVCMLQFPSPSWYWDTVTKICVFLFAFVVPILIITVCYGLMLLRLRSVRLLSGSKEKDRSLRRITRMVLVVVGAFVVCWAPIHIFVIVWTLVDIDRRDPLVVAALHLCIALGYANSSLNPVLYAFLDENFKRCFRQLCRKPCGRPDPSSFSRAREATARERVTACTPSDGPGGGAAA
Pemphigus Ab inh = inhibitors of pemphigus antibody binding to DSG3, primary screen, biochemical, bead-based, flow cytometry, scFv-GFP; Desmoglein-3 (Homo sapiens), P32926; DSG3-coupled beads, scFv-anti-DSG3-GFP binding; active compounds read low; binding (percent of control), % at 10 µM; 0.48% of 310,000 active; AID 588358, 2011;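 active = binding more than 3 SD below its plate's average and above zero; inconclusive = below that plate limit but binding exactly zero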;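 also: hits lower antibody fragment binding to DSG3; some compounds called inactive have numbers as strong as hits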
PKA-R1A act = activators of PKA-R1A holoenzyme, primary screen, biochemical, fluorescence polarization, Cy5-IP20, bovine R1A, mouse PKAc; cAMP-dependent protein kinase type I-alpha regulatory subunit (Bos taurus) + …; PKA-R1A dissociation; scaled: DMSO 0%, 113 µM cGMP 100%; activation, % at 11.4 µM; 0.083% of 340,000 active; AID 504707, 2011;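 active = percent activation above the mean of all tested compounds plus 3 SD, cut at about 19% in these data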;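 also: higher means more PKAc released from R1A so a rise in polarization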
AddAB inh = growth inhibition of E. coli expressing H. pylori AddAB, primary screen, AddAB inhibitor project, absorbance | inhibition, % at 11.9 µM | 0.29% of 330,000 active; in the data active = inhibition above about 12%;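 also: 0% = vehicle wells of infected cells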
Tat transport = E. coli Tat export inhibitors, primary screen, MC4100, TorA-mCherry reporter, fluorescence, single point; inhibition, % at 10 µM; 0.036% of 340,000 active; AID 488895, 2010;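 active = mean replicate inhibition at least 50% and at least half of replicates individually reaching 50%; inconclusive = only one of the two criteria met; inactive = neither criterion met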;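 also: exported cargo escapes ClpAP degradation while cytoplasmic cargo is degraded and loses fluorescence; 0% = median of neutral control wells and 100% = median of NaSCN control wells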
Arrestin-AP2 inh = inhibitors of beta-arrestin/AP2 binding, primary screen, biochemical, GPCR trafficking, flow cytometry; beta-arrestin 1 C-terminal peptide binding to AP2 beta2-adaptin appendage (human); inhibition, % at 10 µM; 0.31% of 340,000 active; FITC-arrestin peptide / GST-AP2 beads; AP2 beta2 appendage carries R879A mutation;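 active = inhibition above a set limit, near 3 SD of compounds lacking own fluorescence, cut at about 54% in these data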;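 also: plate controls were DMSO wells for no effect and 5 µM unlabelled arrestin peptide for full effect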
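system = GST-tagged AP2 beta2-adaptin appendage (R879A) on 4 µm glutathione beads | reagent = FITC-labelled arrestin peptide probe, 50 nM final | schedule = compound with beads 12 min RT, then probe 1 h RT | signal = HyperCyt-sampled flow cytometry, FL1 channel, ex 488/em 535 nm | read-out = percent response from loss of bead-bound FITC fluorescence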
Ecoli viability = E. coli V3065 growth inhibition, primary screen, counter-screen for AddAB inhibitor project, absorbance, OD600 | 18 h | inhibition, % at 11.9 µM | 0.27% of 330,000 active | AID 449728, 2010;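 active = inhibition above the campaign's mean inhibition across all tested compounds plus 3 SD, cut at about 9.9% in these data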;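 also: uninfected addAB+ strain grown without phage in ampicillin broth; 0% = DMSO wells and 100% = ciprofloxacin 0.95 µg/ml wells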
phage Ecoli inh = growth loss of phage-infected E. coli, primary screen, RecBCD inhibitor project, absorbance, with phage, HTS; AID 651602, 2012; 0.26% of 360,000 active; inhibition, % at 11.9 µM; in the data active = inhibition above about 11%
OPRM1-OPRD1 ag = agonists of OPRM1-OPRD1 heterodimerization, primary screen, cell-based, luminescence. Mu-type opioid receptor (Homo sapiens) + Delta-type opioid receptor (Homo sapiens), …. cells. activation, % at 9.3 µM. 0.3% of 340,000 active; in the data active = activation above about 18%;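 also: 0% = vehicle-treated cells and 100% = reference agonist; values of inactives mirror those of a sister screen read the other way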
PfHsp90 set2 = growth inhibition of PfHsp90-expressing yeast, primary screen, antimalarial PfHsp90 inhibitor project, S. cerevisiae, BacTiter-Glo luminescence, single point, set 2; AID 504621, 2011; BacTiter-Glo ATP, 48 h; yeast lacking PDR1 and PDR3 efflux regulators; 0.32% of 310,000 active; inhibition, % at 9.4 µM;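 active = every replicate shows inhibition above about 80%, whatever the replicate mean, limit read from the data; inconclusive = mean inhibition reaches the set limit but some replicate falls short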;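 also: 0% = DMSO neutral controls and 100% = 20 µM radicicol positive controls; yeast relying on Plasmodium falciparum Hsp90 in place of its own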
SUMO Mot1 rescue = yeast Mot1-301 growth rescue at high temperature, primary screen, SUMOylation pathway inhibitor project, S. cerevisiae, ATP luminescence, 38.5C; S. cerevisiae Mot1-301 growth rescue; percent above DMSO median, 100 means doubled; growth rescue, % at 18.8 µM; 1% of 320,000 active; AID 2716, 2010;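 active = every valid replicate shows activation above 250% relative to neutral control wells; inactive = the rest, any valid replicate at or below 250%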;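 also: OY570 slx delta 5 strain wells were the positive control but not used for scaling; some compounds called inactive have numbers as strong as hits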
* hit, by the source's call; u = inconclusive; x = not tested or not shown.

Fields: OPRM1-OPRD1 ag, phage Ecoli inh, PfHsp90 set2, Tat transport, PKA-R1A act, AddAB inh, OPRM1-OPRD1 inv, Arrestin-AP2 inh, Ecoli viability, Pemphigus Ab inh, SUMO Mot1 rescue
> c1coc(-c2nc(-c3ccncc3)no2)c1
    -1.0, 0.8, 26.2, -1.5, -10.4, 2.7, 5.0, 16.6, -1.4, 100.0, 191.1
> COc1ccccc1NC(=O)C1CCCN(c2nc(C)cc(C)n2)C1 (centres undefined)
    0.6, -1.2, x, 2.6, 2.2, 1.3, -3.2, 7.9, 1.5, 83.9, 9.7
> CCCCCCCCCSc1n[nH]c(N)n1
    0.1, -1.8, -6.7, 1.9, -2.6, 1.6, -0.9, 0.8, -2.1, 95.0, 17.7
> CCOc1ccc(NC(=O)N2CCC(n3nnc4cc(C)ccc43)CC2)cc1
    -1.8, 5.2, x, 2.0, 0.0, 2.0, 10.6, -0.5, -2.7, 93.6, -4.6
> CCn1c(CNC(=O)C(C)(C)C)nc2ccccc21
    0.7, 0.3, -17.1, -5.3, -2.3, -0.7, -4.3, 0.8, -0.4, 108.0, 15.4
> CC(C)CCNC(=O)C(c1ccco1)N(Cc1cccs1)C(=O)Cn1nnc2ccccc21 (centres undefined)
    -3.7, 1.9, 3.7, 6.3, -3.8, x, 18.0, -33.4, x, 97.4, x
> COc1cccc(NC(=O)CSc2nc3ccccc3nc2N2CCOCC2)c1
    1.6, 1.6, 7.0, -5.1, -9.1, -2.0, -8.5, -0.5, -4.1, 108.7, 3.3
> CC(C)(C)NC(=O)C1CC1(c1ccccc1)c1ccccc1 (centres undefined)
    -3.4, -0.9, 8.7, 0.7, -14.9, 0.7, 15.6, -1.4, 1.4, x, 13.9
> CCOc1ccc(N2C(=O)/C(=C/c3ccco3)N(C)C2=S)cc1
    1.8, 4.5, -3.2, 16.0, -8.9, 0.5, -10.1, -0.6, -1.1, 98.4, -3.8
> COc1cc(/C=N/NC(=O)Cc2ccccc2)ccc1Oc1ccc([N+](=O)[O-])cc1[N+](=O)[O-]
    6.2, 4.5, 4.2, -3.0, -6.2, 0.9, -45.3, 5.7, 0.4, 102.7, 24.2
> CCOc1ccc(C(=S)N2CCCC2)cc1OCC
    -3.0, 1.6, -12.0, 1.9, -2.5, 2.4, 15.5, 5.3, -3.2, 108.0, 12.8
> CC(=O)c1c(C)[nH]c(C(=O)NNC(=O)c2ccc(Br)cc2)c1C
    -1.4, 0.2, -7.4, -0.5, 9.8, 0.8, 5.4, 21.6, 0.3, 95.6, -25.1
> COc1ccccc1NC(=O)CC(c1ccc(OC(C)C)cc1)c1ccccc1OC (centres undefined)
    -0.6, 2.8, -14.7, 0.5, 3.4, 1.6, 3.6, -3.7, -0.8, 95.5, 7.5
> CCN(CC)S(=O)(=O)c1cc(NC(=O)CSc2nc3c(cc2C#N)C(=O)CC(C)(C)C3)ccc1C
    2.7, 0.9, -17.7, -3.4, 2.1, 3.4, -14.2, -4.9, 0.3, 105.2, -30.3
> O=S(=O)(c1ccccc1)N1CCN(C(=S)Nc2ccc(F)cc2)CC1
    0.7, 2.1, 1.7, -12.0, -10.2, 2.5, -3.1, -17.4, 0.9, 101.0, 105.3
> Cn1cc(S(=O)(=O)N2CCCC2)cc1C(=O)N1CCN(c2cccc(Cl)c2)CC1
    -0.2, 2.0, 2.2, -10.7, 1.5, -0.2, 1.0, 3.2, -2.7, 102.0, -21.3
> CCCCC(C(=O)NCCC(C)C)N(CCCN1CCOCC1)C(=O)c1snc(C(N)=O)c1N (centres undefined)
    -1.5, -0.1, 4.1, -6.8, 12.5, -0.8, 8.2, 3.3, 2.0, 98.2, -10.3
> Brc1cccc(-c2nnc3sc(CN4CCCCC4)cn23)c1
    -0.6, 3.1, -8.0, -7.8, 6.4, -1.6, 3.4, 11.3, -0.5, 106.8, -14.4
> O=C(CSc1nnc(-c2ccccc2)c(-c2ccccc2)n1)NCc1ccco1
    -0.2, 2.1, x, 0.8, 13.6, 4.4, 1.0, 30.8, -1.3, x, 22.7
> Cc1nn(-c2ccccc2)c(C)c1/C=N/Nc1nc2ccccc2[nH]1
    -0.1, 1.8, -8.2, -10.0, -4.8, -3.7, 0.4, 3.1, 6.0, 102.9, -9.8
> NC(=O)c1ccccc1OCC(=O)NS(=O)(=O)c1ccccc1
    -1.4, 1.6, x, -2.9, -3.1, -1.8, 7.8, 21.7, -3.0, 100.0, 9.6
> CCn1ccnc1CN(C)Cc1cn(-c2cc(C)ccc2C)nc1-c1ccccc1
    6.7, 0.6, -9.7, -5.7, -3.1, -2.2, -33.0, 44.4, 0.0, 100.6, -13.8
> CCOC(=O)c1cc2c(c(-c3ccccc3)n1)[C@@H](CCO)N(S(=O)(=O)C(C)(C)C)C2
    0.2, 3.8, -9.9, -9.1, -8.6, x, -1.0, 12.6, x, 116.8, x
> O=C(Nc1nnc(-c2ccc(F)cc2)s1)c1ccco1
    -0.5, 0.6, -5.7, 5.1, 8.0, 2.9, 2.6, 17.9, 0.3, 98.1, 2.4
> CCN(C(=O)C=Cc1ccco1)c1ccccc1
    -2.9, -1.3, 19.1, 1.6, -4.4, x, 14.3, 32.1, x, 92.1, x
> Cc1ccc(F)cc1NC(=O)C12CC3CC(C1)CC(n1cnc([N+](=O)[O-])n1)(C3)C2
    1.5, 0.0, 5.8, -4.0, 11.7, -0.9, -8.8, 1.8, -3.3, 101.7, 12.3
> Cc1ccc(C(=O)NCC2CCCO2)cc1S(=O)(=O)N1CCCCC1 (centres undefined)
    -2.5, 1.5, -18.0, -8.0, -1.2, -2.4, 13.0, -6.9, 2.2, x, 6.2
> CCC1(c2ccc(F)cc2)NC(=O)N(CC(=O)N2CCN(S(=O)(=O)c3ccc(Cl)cc3)CC2)C1=O (centres undefined)
    4.1, 2.1, -6.1, -1.4, -14.1, -0.3, -26.6, -1.2, 1.1, 102.2, -11.3
> CN(CP(=O)(O)CCc1ccccc1)S(C)(=O)=O
    -1.4, 1.1, 26.5, 1.6, -3.4, 0.3, 5.9, -6.1, -2.4, 98.7, 350.7
> O=C(Nc1ccccc1)ON=C1CCCC1
    -1.7, 3.6, -21.1, 3.5, -12.7, 2.0, 9.2, 4.0, 1.4, 120.1, 0.6
> COCCCN(C(=S)Nc1ccc(OC)cc1)C(C)c1ccncc1 (centres undefined)
    -2.0, 1.5, 4.3, 1.3, -6.8, -0.6, 10.4, 7.5, 3.6, 90.6, -1.8
> COCCNC(=O)CCC(=O)NNc1nc2ccccc2c2nc(-c3ccccc3)nn12
    -1.1, 2.8, 8.6, 2.5, 6.1, 0.6, 5.4, 13.7, 0.5, 87.0, 76.5
> CCOC(=O)N1CCC(NC(=O)c2cc(C(=O)NC3CCN(Cc4ccccc4)CC3)ccc2CO)CC1
    -1.2, 2.5, 30.9, 17.9, 1.4, 1.8, 6.0, -5.5, 1.1, 97.3, -6.9
> Cc1ccc(N2CCC(N3CCN(C4CCCCC4)C(CCO)C3)CC2)cc1 (centres undefined)
    0.1, 5.1, 12.2, 2.3, -9.3, -2.6, -0.4, 7.8, -0.3, 99.4, -1.3
> COc1ccc([N+](=O)[O-])cc1NC(=O)CCN1CCN(CCO)CC1
    0.5, 3.3, 22.0, -16.8, 2.3, 0.9, -3.0, 2.2, 3.2, 99.3, x
> CCN1CCCC1CNC(=O)Cn1cc(C)c(=O)[nH]c1=O (centres undefined)
    -1.4, 1.6, 5.2, -3.6, -5.2, x, 6.4, -3.1, x, 112.4, x
> COc1ccc(Cn2c(CO)cnc2SCC(=O)Nc2cccc(NC(C)=O)c2)cc1
    -1.6, 4.2, -11.6, 3.7, -19.9, -0.4, 7.8, 10.1, -0.6, 104.0, 50.8
> CC(=O)Nc1ccc(NC(=O)COC(=O)c2ccc([N+](=O)[O-])o2)cc1
    9.0, 2.1, 3.9, -1.8, 4.7, 3.0, -47.1, 44.8, 2.8, 98.3, 11.1
> c1cnc2ccc(C(c3nnnn3C3CCCCC3)N3CCN(C4CCCCC4)CC3)cc2c1 (centres undefined)
    -1.5, 2.9, x, 8.8, 4.0, 0.9, 8.9, 0.5, -1.2, 103.1, 327.2
> C(=N\n1cncn1)/c1ccc(N2CCOCC2)cc1
    1.2, 0.2, -12.2, u, 3.7, 4.3, -7.2, 1.1, 1.0, x, x

7 of the compounds above, as a markdown table:
| compound | OPRM1-OPRD1 ag | phage Ecoli inh | PfHsp90 set2 | Tat transport | PKA-R1A act | AddAB inh | OPRM1-OPRD1 inv | Arrestin-AP2 inh | Ecoli viability | Pemphigus Ab inh | SUMO Mot1 rescue |
| --- | --- | --- | --- | --- | --- | --- | --- | --- | --- | --- | --- |
| COCCCN(C(=S)Nc1ccc(OC)cc1)C(C)c1ccncc1 (centres undefined) | -2.0 | 1.5 | 4.3 | 1.3 | -6.8 | -0.6 | 10.4 | 7.5 | 3.6 | 90.6 | -1.8 |
| COCCNC(=O)CCC(=O)NNc1nc2ccccc2c2nc(-c3ccccc3)nn12 | -1.1 | 2.8 | 8.6 | 2.5 | 6.1 | 0.6 | 5.4 | 13.7 | 0.5 | 87.0 | 76.5 |
| CCOC(=O)N1CCC(NC(=O)c2cc(C(=O)NC3CCN(Cc4ccccc4)CC3)ccc2CO)CC1 | -1.2 | 2.5 | 30.9 | 17.9 | 1.4 | 1.8 | 6.0 | -5.5 | 1.1 | 97.3 | -6.9 |
| Cc1ccc(N2CCC(N3CCN(C4CCCCC4)C(CCO)C3)CC2)cc1 (centres undefined) | 0.1 | 5.1 | 12.2 | 2.3 | -9.3 | -2.6 | -0.4 | 7.8 | -0.3 | 99.4 | -1.3 |
| COc1ccc([N+](=O)[O-])cc1NC(=O)CCN1CCN(CCO)CC1 | 0.5 | 3.3 | 22.0 | -16.8 | 2.3 | 0.9 | -3.0 | 2.2 | 3.2 | 99.3 | x |
| CCN1CCCC1CNC(=O)Cn1cc(C)c(=O)[nH]c1=O (centres undefined) | -1.4 | 1.6 | 5.2 | -3.6 | -5.2 | x | 6.4 | -3.1 | x | 112.4 | x |
| COc1ccc(Cn2c(CO)cnc2SCC(=O)Nc2cccc(NC(C)=O)c2)cc1 | -1.6 | 4.2 | -11.6 | 3.7 | -19.9 | -0.4 | 7.8 | 10.1 | -0.6 | 104.0 | 50.8 |

Screening results as filed in PubChem BioAssay.
